M4 antag: CHRM4 antagonism in calcium assay. AID 624125. 360,000 compounds, 0.73% hits. CHO-hM4 cells, ACh EC80, Fluo-8 calcium fluorescence. inhibition, % at 3 µM. P08173;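 active = inhibition above its plate's cutoff, the mean inhibition of sample wells plus 3 SD, cut at about 27% in these data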;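 note: 0% = acetylcholine EC80 with DMSO and 100% = DMSO without agonist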
Target sequence (P08173 whole entry, looked up): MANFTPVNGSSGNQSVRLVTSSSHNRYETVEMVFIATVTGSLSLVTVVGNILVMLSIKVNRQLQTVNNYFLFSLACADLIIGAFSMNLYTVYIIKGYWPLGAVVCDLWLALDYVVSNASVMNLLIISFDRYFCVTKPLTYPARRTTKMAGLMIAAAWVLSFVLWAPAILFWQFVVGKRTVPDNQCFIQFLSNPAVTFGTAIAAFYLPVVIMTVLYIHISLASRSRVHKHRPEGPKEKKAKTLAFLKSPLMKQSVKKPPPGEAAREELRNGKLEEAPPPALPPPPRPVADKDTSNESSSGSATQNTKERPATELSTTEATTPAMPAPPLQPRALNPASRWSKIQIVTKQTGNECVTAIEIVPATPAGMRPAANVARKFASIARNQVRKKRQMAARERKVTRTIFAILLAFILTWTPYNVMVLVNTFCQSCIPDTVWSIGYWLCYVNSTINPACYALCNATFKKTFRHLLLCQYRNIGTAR
CHRM4 agonist: CHRM4 agonism in calcium assay. P08173. CHO-K1 hM4/Gqi5, Fluo-8 calcium fluorescence; vehicle 0%, full acetylcholine response 100%. activation, % at 3 µM. 360,000 compounds, 0.14% hits. AID 624127;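 active = activation above the run mean over all test wells plus 3 SD, cut at about 32% in these data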;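 note: peak over basal fluorescence ratio per well then scaled between controls; 0% = DMSO wells and 100% = acetylcholine at EC100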
CHO parental Ca: signal in parental CHO cells, OX1R antagonist counter-screen. parental CHO-K1, ATP-induced calcium, Fluo-8 fluorescence. AID 463079. 330,000 compounds, 0.63% hits. inhibition, % at 5.6 µM;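 active = inhibition above that plate's mean sample inhibition plus 3 SD, cut at about 26% in these data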;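 note: 0% = ATP-challenged DMSO wells and 100% = DMSO wells without ATP; some compounds past the cut are filed as inactive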
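Measured by: calcium-sensitive Fluo-8 fluorescence / Test system: CHO parental line / Controls: ATP-challenged DMSO wells low, unchallenged DMSO wells high / Measure: % inhibition / Compound: single nominal dose of 5.6 µM per compound / Replicates: single well per compound, no replicates / Reagent: ATP as calcium-mobilizing challenge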
CHRM1 PAM: human CHRM1 positive allosteric modulation. P11229. CHO-K1 hM1, Fluo-8 calcium fluorescence, ACh EC20; 0% = ACh EC20, 100% = maximal ACh. activation, % at 3 µM. 360,000 compounds, 0.088% hits. AID 588819; in the data active = activation above about 19%, passing the limit was not always enough
CHRM1 antagonist: blocks human M1 muscarinic receptor; P11229; CHO-K1 hM1, Fluo-8 calcium fluorescence, ACh EC80 antagonist; inhibition, % at 3 µM; 360,000 compounds, 1.3% hits; AID 588852;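 active = percent inhibition above its own plate's cutoff, namely the mean of that plate's compound wells plus 3 SD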;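 note: peak over basal fluorescence ratio during 140 s after agonist addition; 0% = ACh EC80 plus DMSO and 100% = DMSO alone without agonist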
CHO-K1 Ca antag: counter-screen for M1 antagonists: effect in parental CHO-K1 cells | ATP-induced calcium, Fluo-8 fluorescence | 360,000 compounds, 0.6% hits | inhibition, % at 3 µM | AID 602250;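 active = inhibition above a per-plate cutoff, the plate's mean sample inhibition plus 3 SD, cut at about 24% in these data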;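 note: 0% = DMSO plus EC80 ATP and 100% = DMSO alone without ATP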
OXTR potentiator: human OXTR potentiation. P30559. activation, % at 3 µM. 320,000 compounds, 0.061% hits. CHO-OTR cells, Fluo-8 calcium fluorescence, potentiator mode; 0% = oxytocin EC15, 100% = EC100. AID 2445;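 active = activation above that plate's cutoff, the mean activation of tested compounds plus 3 SD, cut at about 6.6% in these data, passing the limit was not always enough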;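 note: 100% uses oxytocin at 75 nM as the full agonist control; some results filed as inactive read as strong as hits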
Target sequence (P30559 whole entry, looked up): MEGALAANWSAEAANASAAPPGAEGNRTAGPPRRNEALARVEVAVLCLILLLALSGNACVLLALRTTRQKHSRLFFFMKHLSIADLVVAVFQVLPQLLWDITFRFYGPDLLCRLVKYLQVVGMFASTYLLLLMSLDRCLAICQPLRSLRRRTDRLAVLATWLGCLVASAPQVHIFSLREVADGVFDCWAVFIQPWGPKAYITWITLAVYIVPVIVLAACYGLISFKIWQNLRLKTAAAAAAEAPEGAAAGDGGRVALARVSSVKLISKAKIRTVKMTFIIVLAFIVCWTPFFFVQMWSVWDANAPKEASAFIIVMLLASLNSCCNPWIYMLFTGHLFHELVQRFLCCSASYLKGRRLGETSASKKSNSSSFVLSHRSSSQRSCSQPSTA
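Assay system: CHO-OTR cells, human receptor / Also added: oxytocin at about EC15, sub-maximal agonist stimulus / Dosing: single dose, 3.0 µM nominal final compound concentration / Incubation: 6 min pre-incubation, 100 s read / Technique: Fluo-8 calcium dye fluorescence / Read-out: % activation vs EC15 and EC100 oxytocin / Benchmarks: EC15 oxytocin low, 75 nM oxytocin high / Replicates: singlicate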
CHRM1 agonist: activates human CHRM1 receptor; activation, % at 3 µM; CHO-K1 hM1, Fluo-8 calcium fluorescence, agonist mode; 0% DMSO, 100% acetylcholine EC100; 360,000 compounds, 0.33% hits; P11229; AID 588814;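 active = activation above the run's mean compound activation plus 3 SD, cut at about 16% in these data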;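 note: peak over basal fluorescence ratio within a 140 s kinetic read after compound addition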
CHO-K1 Ca ag: M1 agonist counterscreen hit in parental CHO-K1 cells; activation, % at 3 µM; Fluo-8 calcium fluorescence; scaled to maximal ATP response, vehicle zero; 360,000 compounds, 0.48% hits; AID 602248; in the data active = activation above about 15%;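 note: untransfected CHO-K1 host cells lacking M1 receptor as counterscreen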
* hit, by the source's call; · = not tested or not shown.

SMILES	M4 antag	CHRM4 agonist	CHO parental Ca	CHRM1 PAM	CHRM1 antagonist	CHO-K1 Ca antag	OXTR potentiator	CHRM1 agonist	CHO-K1 Ca ag
CCCCN(C)C(=O)C1CCC(CNS(=O)(=O)c2ccc3c(c2)CC(C)N3C(=O)C2CC2)CC1 (stereo not given)	9	10	-11	2	2	-6	-7	-2	7.7
Cc1noc(C)c1COC(=O)Cc1ccc(Cl)cc1	2	0	-16	2	-2	-11	-1	-7	1.3
CC(C)(C)n1nnnc1C(c1ccncc1)N1CCCCCC1 (stereo not given)	-1	0	-1	3	-7	-15	0	-10	0.0
CCCCOc1ccc(OCCNS(=O)(=O)N(C)C)cc1	-3	7	-15	1	-7	-35	-10	-2	9.1
CCC(=O)NC(=S)Nc1ccc(NC(=O)COc2ccc(Cl)c(C)c2)cc1	1	6	-3	6	-1	-9	-8	-8	3.6
CC(CCc1ccccc1)NC(=O)CN1CCN(Cc2ccc(Cl)cc2)C1=O (stereo not given)	-8	5	-11	-7	6	28*	-8	-7	0.5
COc1cccc(CNCc2ccc3c(c2)OCO3)c1	6	2	·	3	-10	-10	·	-7	2.3
CC(C)n1nc(C(=O)NCc2ccc3c(c2)OCO3)c2ccccc2c1=O	-8	3	-13	7	-9	-17	-1	-5	8.3
COCc1ccc(CN2CCCC(CCC(=O)NCc3ccc(C)o3)C2)o1 (stereo not given)	-14	1	-9	1	7	-14	-1	-4	1.2
O=S(=O)(c1ccc(F)cc1)N1CCN(C(=S)NCc2ccccc2)CC1	2	21	-14	-3	18	0	-20	-1	6.6
CCc1ccc(S(=O)(=O)Nc2nnc(N)s2)cc1	-11	0	-9	19	-26	-8	-10	1	-0.1
O=C(CN(C1CCCCC1)S(=O)(=O)c1ccccc1)NCc1ccco1	12	0	-24	-4	4	-1	-6	-6	0.6
COc1cccc(NCc2nnc(SCC(=O)NC3CCS(=O)(=O)C3)n2C2CCCCC2)c1 (stereo not given)	-10	0	-11	5	0	-2	-2	-1	0.0
CS(=O)(=O)N(CC(=O)NCC1CCCO1)c1cc(Cl)cc(Cl)c1 (stereo not given)	4	1	-11	3	-6	-6	-5	-6	0.3
CC(C)(C)n1nnnc1C(c1ccnc2ccccc12)N1CCN(C/C=C/c2ccccc2)CC1 (stereo not given)	0	3	·	-6	-26	-30	·	-7	1.7
O=C(CC1S/C(=N/N=C/c2cccs2)NC1=O)Nc1ccccc1F (stereo not given)	-1	1	0	10	-12	-2	-4	1	-0.8
O=C(c1cc2cc(Cl)ccc2[nH]1)N1CCN(c2ccc(F)cc2)CC1	8	1	-4	9	-7	-1	-5	1	-0.9
O=c1[nH]c(C2CCN(S(=O)(=O)c3ccc(C(F)(F)F)cc3)CC2)nc2c1nnn2Cc1ccccc1	7	1	-14	11	-20	-5	10	-2	0.8
COC(=O)c1c(N(S(C)(=O)=O)S(C)(=O)=O)sc2c1CCN(c1ncc(C(F)(F)F)cc1Cl)C2	5	0	-24	12	-25	9	-4	6	0.4
CCC1CCCCN1CCCNC(=O)CN1C(=O)COc2ccc(S(=O)(=O)N3CCOCC3)cc21 (stereo not given)	-6	1	20	0	3	-6	-3	-5	0.3
O=C(CCC(=O)N1CCN(S(=O)(=O)c2ccc(Cl)cc2)CC1)NCc1ccccc1	-7	3	-8	7	-5	3	-5	-6	2.2
Cc1ccc(S(=O)(=O)N(C)C)cc1NC(=S)Nc1ccc2cn[nH]c2c1	-7	2	-2	6	-3	-13	4	-5	0.4
CCOC(=O)c1c(C2CC2)csc1NC(=O)COC(=O)c1cc(OC)c(OC)cc1[N+](=O)[O-]	-1	1	-11	13	-3	-4	-11	-7	0.3
O=C(C1CCN(S(=O)(=O)c2cccc3nsnc23)CC1)N1CCN(c2ccccc2F)CC1	-6	9	-9	1	-21	-9	-14	-2	3.3
CC(C)c1nc(NCCO)c(C#N)c2c1CCCC2	-7	-2	-17	17	-10	-4	1	-2	-0.2
CCOC(=O)c1cc(C#N)c(Nc2ccc(C)cc2)nc1C(F)(F)F	-11	1	-16	-2	4	-6	-4	-2	0.4
CCOC(=O)Cn1c(=O)oc2cc(S(=O)(=O)N3CCCC(C)C3)ccc21 (stereo not given)	-7	0	-2	3	-9	-14	-7	-1	0.4
O=C(CCNC(=O)c1ccco1)Nc1nc2ccccc2s1	0	1	·	7	-11	6	·	-1	0.9
Cc1ccc(C(C)C)c(OCCN2CCc3ccccc3C2)c1	-6	-2	-16	-6	2	-10	-5	-7	1.7
COc1ccc(C(=O)Nc2ccccc2C(=O)Nc2cc(C)ccn2)cc1	5	2	-14	0	-7	-14	-9	1	1.2
CC(=O)Nc1cc(-c2ccccc2CN(C)C)cn2c(-c3ccc(F)c(Cl)c3)cnc12	-8	1	·	13	-5	2	·	4	0.3
S=c1[nH]nc(-c2cc(-c3ccco3)[nH]n2)n1-c1ccccc1	-4	1	-10	10	-15	-11	-7	-2	0.4
O=C(O)c1ccc(NS(=O)(=O)c2ccc3c(c2)C(=O)c2cc(S(=O)(=O)Nc4ccc(C(=O)O)cc4)ccc2-3)cc1	1	0	-1	15	-8	-5	-2	-7	0.0
O=C(c1ccc(N2CCCC2=O)cc1)N1CCN(c2ccccc2F)CC1	-1	1	2	-1	4	-8	-3	-3	1.0
CCOc1cc(OCC)c(C(C)=O)cc1OCC	-10	-1	-21	13	-11	-5	-2	-2	-2.0
Cc1cccc(NC(=O)c2ccc3c(c2)C(=O)N(Cc2cccnc2)C3=O)c1C	2	0	-14	6	-1	-4	2	4	2.0
CCC(C(=O)OCC(=O)Nc1ccc(C)c(S(=O)(=O)N2CCOCC2)c1)c1ccccc1 (stereo not given)	7	4	-16	-2	1	-9	-16	-4	1.8
O=C(C[n+]1cc(-c2ccc(Cl)cc2)n2c1CCC2)N1c2ccccc2Sc2ccccc21	97*	9	-4	-26	97*	4	-2	-8	-0.4
CCCSc1ccc([C@H]2N[C@@](Cc3ccccc3)(C(=O)OC)[C@H]3C(=O)N(C)C(=O)[C@@H]23)cc1	-8	6	-19	8	-11	-16	1	7	0.9
CC(C)(C)c1nnc2sc(SCC(O)=C(C#N)c3nc4ccccc4[nH]3)nn2c1=O	-1	12	·	4	-8	-2	·	-3	0.5
COc1cc(-c2nc(S(=O)(=O)c3ccccc3)c(N3CCOCC3)o2)cc(OC)c1OC	9	0	-22	3	-1	7	4	-2	0.1
CCOC(=O)CC(=O)CSc1nc2ccc(OC)cc2cc1C	-2	1	-19	8	0	3	-5	-13	0.2
COc1ccc(NC(=O)Nc2nnc(-c3ccccc3F)s2)cc1	6	1	5	3	6	-3	-6	-3	0.5
COc1ccc(CN2CCNC(=O)C2CC(=O)NCCN2CCCCC2=O)c(F)c1 (stereo not given)	-15	1	-1	24	-14	-7	-4	0	1.1
CC(C)(CC(=O)c1ccccc1)CC(=O)c1ccccc1	-1	-3	·	-6	-5	-15	·	-9	-1.3
O=C(Cn1cnc2ccccc21)c1ccc(Cl)cc1	-10	3	-10	13	-19	8	-6	1	-0.1
COc1nc(-c2ccccc2)ccc1-c1noc(-c2ccco2)n1	-5	0	-10	3	-1	-5	-2	-3	0.3
CC(NS(C)(=O)=O)C(c1cccs1)N1CCN(c2ccccc2F)CC1 (stereo not given)	1	3	-10	8	-6	-19	-6	-5	1.9
Cc1cc(C)cc(NC(=S)Nc2cccc3ccccc23)c1	-6	0	-17	9	-10	-9	-6	-4	0.7
CCOc1ccc(-c2cc(C(=O)Nc3cccc(C(F)(F)F)c3)[nH]n2)c(C)c1	-3	0	·	-10	13	-8	·	-6	0.4
c1ccc(COc2ccc(-c3cc4nc(NCc5ccc6c(c5)OCO6)ccn4n3)cc2)cc1	20	4	·	0	-2	5	·	0	1.4
Cc1[nH][nH]c(=O)c1N=Nc1ccc(Cl)cc1	-4	1	-19	10	-8	-3	-8	-9	0.6
CCc1nnc(NC(=O)c2ccncc2)s1	-5	0	11	6	-2	-7	-3	-4	-0.4
Cc1onc(-c2ccccc2)c1C(=O)N/N=C/c1ccccc1OC(C)C	-16	4	-26	-1	-11	3	-10	-1	1.4
CN(Cc1ccon1)C(=O)c1ccc2nc(Cc3cccc(Cl)c3)oc2c1	-25	5	-23	17	-1	-6	-7	7	1.1
Oc1ccccc1C(=S)N1CCCCC1	-1	0	-15	8	-9	-10	-5	-4	0.7
CCC(=O)N1CCc2cc(S(=O)(=O)NCCCN3CCN(Cc4ccccc4)CC3)ccc21	-3	2	-26	-3	-6	-13	0	-7	0.0
CN(C)CC(O)CN1C(=O)N(CN2C(=O)N(CC(O)CN(C)C)C(=O)C2(C)C)C(C)(C)C1=O (stereo not given)	-7	1	-21	7	-1	-6	-5	-5	0.4
